SKN-1 inh: inhibitors of C. elegans SKN-1; C. elegans VP596 Pgst-4::GFP/RFP ratio, acrylamide-induced, 24 h; inhibition, % at 21.8 µM; 0.49% of 360,000 active; AID 624304;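 active = interference check ratio from 0.5 to 1.5 plus GFP to RFP signal ratio inhibition reaching or exceeding a fixed threshold, cut at about 30% in these data, passing the limit was not always enough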; also: some compounds called inactive have numbers as strong as hits
E coli Lon inh: inhibitors of E. coli Lon protease | P0A9M0 | purified E. coli Lon protease, fluorescence polarization | inhibition, % at 7.94 µM | 0.42% of 360,000 active | AID 602123; in the data active = inhibition above about 13%, passing the limit was not always enough;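 also: 0% = enzyme with probe and DMSO and 100% = no enzyme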
Neddylation inh: inhibitors of human cullin neddylation; TR-FRET cullin neddylation, biochemical; calls only at 25 µM; 0.58% of 360,000 active; in the data active = inhibition above about 36%
MsrA inh: inhibitors of bovine MsrA | purified bovine MsrA, absorbance read-out | inhibition, % at 15.5 µM | 0.75% of 360,000 active; in the data active = inhibition above about 4.5%;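 also: 0% = vehicle wells with enzyme and 100% = reference inhibitor wells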
bovine MsrA act: activates bovine MsrA enzyme; purified bovine MsrA, absorbance read-out; 0.3% of 360,000 active; activation, % at 10.6 µM; in the data active = activation above about 7.5%;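 also: 0% = vehicle and 100% = reference activator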
FAS TE block: inhibitors of human fatty acid synthase thioesterase domain; P49327; recombinant FAS-TE, OMFH fluorogenic substrate, fluorescence endpoint; inhibition, % at 15 µM; 0.67% of 360,000 active; AID 602261;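 active = compounds whose normalised, plate-corrected inhibition of enzyme fluorescence in the single-dose primary screen is 50% or more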;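 also: 0% = DMSO with enzyme and 100% = substrate without enzyme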
CendR NRP1 mod: NRP-1/CendR interaction modulation; O14786; FAM-RPARPAR peptide binding to NRP-1, fluorescence polarization; inhibition, % at 25 µM; 0.85% of 360,000 active; AID 602438;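 active = inhibition or corrected inhibition above about 18%, plus a signal ratio from 0.5 to 1.5, limit read from the data, passing the limit was not always enough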; also: strong numbers were not always called active
Target sequence (O14786 whole entry, looked up): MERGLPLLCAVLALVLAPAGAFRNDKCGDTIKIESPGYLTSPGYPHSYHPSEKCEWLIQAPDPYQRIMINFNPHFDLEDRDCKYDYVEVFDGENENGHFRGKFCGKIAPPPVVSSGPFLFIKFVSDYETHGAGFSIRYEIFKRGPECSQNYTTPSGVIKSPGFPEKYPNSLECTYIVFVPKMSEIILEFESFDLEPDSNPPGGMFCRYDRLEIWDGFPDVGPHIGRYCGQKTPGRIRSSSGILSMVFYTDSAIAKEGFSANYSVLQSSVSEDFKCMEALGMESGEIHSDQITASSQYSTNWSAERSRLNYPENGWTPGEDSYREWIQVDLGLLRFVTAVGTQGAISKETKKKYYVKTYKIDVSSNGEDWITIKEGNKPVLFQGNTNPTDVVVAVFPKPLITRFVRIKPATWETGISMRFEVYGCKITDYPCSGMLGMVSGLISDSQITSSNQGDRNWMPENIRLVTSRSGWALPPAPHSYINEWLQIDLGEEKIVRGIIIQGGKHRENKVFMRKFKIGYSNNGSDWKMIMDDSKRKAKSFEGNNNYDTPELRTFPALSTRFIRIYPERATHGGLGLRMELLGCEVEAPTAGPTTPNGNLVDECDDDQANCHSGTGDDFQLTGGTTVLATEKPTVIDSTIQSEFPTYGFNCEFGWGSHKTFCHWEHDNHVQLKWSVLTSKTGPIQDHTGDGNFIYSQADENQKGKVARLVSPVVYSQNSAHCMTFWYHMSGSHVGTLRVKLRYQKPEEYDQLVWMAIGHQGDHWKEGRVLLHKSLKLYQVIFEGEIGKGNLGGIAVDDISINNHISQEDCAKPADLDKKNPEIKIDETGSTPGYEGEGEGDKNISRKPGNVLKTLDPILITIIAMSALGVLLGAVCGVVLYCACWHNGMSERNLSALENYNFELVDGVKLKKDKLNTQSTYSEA
Rin1-Abl PPI inh: inhibitors of human Rin1-Abl protein interaction; P00519+Q13671; TR-FRET Rin1/Abl binding, biochemical; inhibition, % at 7.35 µM; 0.4% of 360,000 active; in the data active = inhibition above about 5%, passing the limit was not always enough
MT1-MMP act inh: blocks activation of human MT1-MMP; P50281; HT1080 RFP-PRO-GFP cells, GFP/RFP ratio fluorescence, overnight; percent of plate control window, DMSO zero; GFP/RFP ratio change, % at 20 µM; 0.061% of 360,000 active; AID 651647;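 active = GFP/RFP ratio change of at least 30% with cell ATP level not reduced by more than half and red fluorescence within 50% of control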; also: strong numbers were not always called active
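Read-out: GFP/RFP fluorescence ratio; Test system: RFP-PRO-GFP reporter HT1080 cells; Compound dosing: single-point 20 µM compound, 1% DMSO; Times: overnight compound exposure at 37 °C.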
Starred values were filed as active, the others as inactive; i = inactive; . = not tested or not shown; + = active, no number.

SMILES	SKN-1 inh	E coli Lon inh	Neddylation inh	MsrA inh	bovine MsrA act	FAS TE block	CendR NRP1 mod	Rin1-Abl PPI inh	MT1-MMP act inh
Cc1ccc(S(=O)(=O)N2[C@@H](c3ccc(Cl)cc3)C(C(=O)O)=CC[C@H]2c2ccc(Cl)cc2)cc1	14.2	-0.5	i	0.4	-2.5	21.5	-20.1	-1.6	-4.6
CN(C)S(=O)(=O)Nc1cccc(NC(=O)CC23CC4CC(CC(C4)C2)C3)c1	2.4	1.2	i	0.3	-2.2	4.9	-3.6	0.5	4.5
COc1cccc(OC)c1C(=O)NN1CCCCC1	-2.6	-6.5	i	1.9	-2.6	-10.6	-0.1	3.0	4.3
CC(C)C(NC(=O)C1CCCCC1)C(=O)NCCc1ccccc1 (centres undefined)	-3.8	5.4	i	0.7	0.0	0.1	-0.7	-0.2	-5.8
CCSc1ncnc2c1sc1nc3c(cc12)COC(C)(C)C3	-0.4	3.6	i	-0.3	-3.0	-6.7	-26.8	-2.0	-7.3
C=CCC1(CC=C)CCCN1C(=O)c1cc(COc2cccc(C(F)(F)F)c2)on1	4.8	4.8	i	-1.6	-7.1	26.5	0.0	-0.1	6.1
Cc1ccc(NC(=O)COc2ccc(Br)cc2CO)cc1S(=O)(=O)N1CCOCC1	41.2*	3.9	i	0.5	-0.1	12.3	4.5	1.2	1.8
CCCNc1c(NS(=O)(=O)c2cccs2)c(=O)oc2ccccc12	-12.6	12.4	i	1.1	-4.9	-3.2	8.2	2.5	4.7
CCn1cc(C(=O)NCCc2ccc(OC)cc2)c(=O)c2ccc(C)nc21	-6.7	3.2	i	-0.2	-7.1	5.5	7.5	-2.6	1.9
Cc1cc(=O)oc2cc(OCC(=O)Nc3cccc(S(=O)(=O)N(C)C)c3)ccc12	-1.9	-4.4	i	3.7	1.2	-6.5	3.1	1.6	7.8
Cn1/c(=N/NC(=O)c2cccc(OC(F)F)c2)sc2ccccc21	21.3	-4.9	i	0.5	-4.7	5.0	-25.7	-2.3	17.2
CN1CCN(c2ccc([N+](=O)[O-])c(-n3nc(-c4ccccc4)c4ccccc4c3=O)c2)CC1	14.5	-0.6	i	2.4	-2.9	5.1	5.9	-7.8	-3.5
Cc1cccn2c(=O)c(/C=C(\C#N)C(N)=O)c(N3CCN(c4cccc(Cl)c4)CC3)nc12	15.8	9.7	i	0.6	-1.1	13.7	-11.0	-5.0	-0.7
Cc1cc(C)c(OCC(=O)Nc2ccc(S(=O)(=O)N3CCCC3)cc2)c(C)c1	-5.7	6.3	i	-1.4	-0.9	6.8	-2.0	3.5	-3.8
CCOC(=O)C1=C(CC)Nc2ccccc2N=C1NC(=O)CCN1C(=O)C2CCCCC2C1=O (centres undefined)	-9.1	-1.3	i	-0.1	0.2	2.0	1.5	1.1	5.5
O=C(CCCOc1ccc(Cl)cc1Cl)NCc1ccncc1	-14.8	-0.2	i	1.8	-5.5	-1.9	-1.1	1.1	-0.1
CCc1cc2c(SCC(=O)Nc3ncc(Cl)c(C)c3Cl)ncnc2s1	12.0	-1.2	i	0.9	-5.9	16.1	-23.7	-14.7	-7.6
CC1(C)O[C@@H]2C[C@H]3[C@@H]4C[C@H](F)C5=CC(=O)CC[C@]5(C)[C@H]4[C@@H](O)C[C@]3(C)[C@]2(C(=O)CO)O1	1.3	-15.5	i	-1.1	0.1	0.3	4.9	0.6	-2.0
NCCNC(=O)Cc1cccc(NC(=O)Cc2ccc(Nc3ncnc4c3ncn4[C@@H]3O[C@H](CO)[C@@H](O)[C@H]3O)cc2)c1	-6.0	-1.1	i	0.2	-7.5	-5.4	4.1	17.2*	1.7
CN(CCN1CCOCC1)Cc1nc(-c2ccc(Cl)cc2)no1	15.5	-2.0	i	0.3	-0.8	-2.8	-15.3	-1.3	1.4
CC(OC(=O)CCN=C1NS(=O)(=O)c2ccccc21)C(=O)Nc1ccc(F)cc1Cl (centres undefined)	9.9	-1.0	i	-1.7	-2.4	-9.2	-10.5	-2.6	0.2
COc1ccc(-c2cc(C(=O)Nc3c(C)n(C)n(-c4ccccc4)c3=O)no2)cc1OC	-7.4	-4.4	i	-0.7	-2.5	-3.8	-0.1	-3.0	0.1
COc1ccccc1-c1cc(C(=O)N2CCN(c3ccccc3OC)CC2)no1	-1.6	-2.5	i	.	-2.9	22.3	-4.0	0.3	3.9
CCOC(=O)c1c(C=O)c2ccccc2n1CC	-2.2	3.2	i	0.7	-1.9	3.5	4.6	2.5	-0.9
CCn1cc(/C=C(\NC(=O)c2ccccc2F)C(=O)N2CCN(C)CC2)c2ccccc21	-4.9	-13.7	i	2.4	-12.5	-5.3	-1.3	-7.2	4.0
CCOC(=O)C1=C(C)N=C2SCCC(=O)N2C1c1cc(Br)ccc1OC (centres undefined)	-3.4	4.1	i	1.3	-1.6	1.5	11.5	1.6	0.1
Cc1ccc(-n2[nH]c(C)c(C=NC34CN5CN(CN(C5)C3)C4)c2=O)cc1C	5.4	-3.6	i	2.7	-3.6	-9.1	-3.4	-1.9	-1.7
O=C(N1CCOCC1)N1CCC(c2nc(-c3ccc(S(=O)(=O)N4CCOCC4)cc3)no2)CC1	11.5	-1.0	i	0.7	-1.7	-10.4	-7.6	-1.2	0.0
COc1cccc(CNC(=O)CCS(=O)(=O)c2cccc3nsnc23)c1	-1.7	-1.7	i	0.5	-2.7	-4.1	10.7	-1.9	0.6
CSC(=Nc1ccccc1)C(C#N)c1nc2ccccc2[nH]1 (centres undefined)	-0.4	7.4	i	1.2	-3.4	26.2	8.2	-1.2	-2.0
CCN1CCc2nc(NC(=O)c3ccccc3)sc2C1	-15.4	-46.4	i	4.3	-10.0	-12.2	-118.7	-2.3	-14.9
CC(=O)N[C@@H](Cc1ccc(OC(F)(F)F)cc1)C(=O)O	8.8	-6.0	i	0.3	-2.4	-2.1	5.5	2.1	0.0
COc1cc(-c2noc(C)c2C(=O)NCCc2ccccc2)cc(OC)c1OC	13.0	-2.1	i	-0.4	-8.7	-9.6	9.0	3.0	-2.1
Cc1ccc(C(=O)Nc2cccnc2)cc1S(=O)(=O)N1CCCC1	1.3	-7.5	i	-1.0	-1.8	-3.5	-2.3	1.2	1.3
CC(C)c1cccc(C(C)C)c1NC(=O)CCN1C(=O)NC2(CCCC2)C1=O	-5.8	7.0	i	-0.8	-3.6	-4.3	4.2	5.1	-3.2
CC(C)(C)NC(=O)C(c1ccccc1)n1c(=O)c(-c2ccccc2)nc2ccccc21 (centres undefined)	3.2	.	+	0.8	.	.	2.7	.	-6.0
O=C(CN1C(=O)c2ccccc2S1(=O)=O)NCCC1=CCCCC1	21.7	-6.5	i	-0.7	-2.2	0.8	0.7	2.4	3.7
COc1ccc(S(=O)(=O)N(CCCN2CCOCC2)Cc2cccc(OC)c2OC)cc1	0.0	1.5	i	-0.1	4.5	-6.2	-0.2	1.9	0.5
CN(C)C(=O)CSc1cccc2cccnc12	23.5	-2.6	.	0.4	-4.1	-6.5	-0.1	-0.7	5.1
Cc1cc(=O)[nH]c(SCC(=O)N2C(C)CCCC2C)n1 (centres undefined)	6.9	2.1	i	-1.8	-3.3	-5.4	1.1	2.6	3.5

Record cards, as listed above. Values in the order: SKN-1 inh	E coli Lon inh	Neddylation inh	MsrA inh	bovine MsrA act	FAS TE block	CendR NRP1 mod	Rin1-Abl PPI inh	MT1-MMP act inh
CC(=O)N[C@@H](Cc1ccc(OC(F)(F)F)cc1)C(=O)O across the screens: 8.8	-6.0	i	0.3	-2.4	-2.1	5.5	2.1	0.0
CCOC(=O)c1c(C=O)c2ccccc2n1CC across the screens: -2.2	3.2	i	0.7	-1.9	3.5	4.6	2.5	-0.9
CSC(=Nc1ccccc1)C(C#N)c1nc2ccccc2[nH]1 (centres undefined) across the screens: -0.4	7.4	i	1.2	-3.4	26.2	8.2	-1.2	-2.0
CC(C)(C)NC(=O)C(c1ccccc1)n1c(=O)c(-c2ccccc2)nc2ccccc21 (centres undefined) across the screens: 3.2	.	+	0.8	.	.	2.7	.	-6.0

More records.
SMILES	SKN-1 inh	E coli Lon inh	Neddylation inh	MsrA inh	bovine MsrA act	FAS TE block	CendR NRP1 mod	Rin1-Abl PPI inh	MT1-MMP act inh
O=C(NCCC(=O)N1CCN(S(=O)(=O)c2ccccc2Cl)CC1)Nc1ccccc1	9.8	5.1	i	0.7	-3.1	-4.9	-2.6	0.6	2.8
Cc1ccc(-c2nc(C3CCCN(S(=O)(=O)c4ccc(C(F)(F)F)cc4)C3)no2)cc1 (centres undefined)	-1.9	-0.4	i	.	-5.8	-6.9	-1.8	-2.9	1.9
CCNc1nc(NCC)n2c(SCC(=O)Nc3ccccc3Cl)nnc2n1	3.5	-5.6	i	0.4	-1.1	-6.1	-8.4	-1.2	-0.5
Cc1cc(C)cc(NC2=NC3(CCCCC3)N=C(N)N2)c1	24.0	-5.3	i	0.1	-6.1	-5.6	-6.8	1.9	0.6
N#Cc1c(N)oc(-c2cccs2)c1-c1cccs1	3.5	-1.0	i	2.5	-4.7	-5.9	-22.0	-6.6	-2.0
CCn1c2ccccc2c2cc(NC(=O)COC(=O)c3ccccc3Br)ccc21	1.9	-7.9	i	2.2	-3.8	13.3	-8.1	1.1	-0.3
CS(=O)(=O)N1CCC(C(=O)NCc2ccccc2)CC1	2.6	-4.5	i	0.0	-9.9	-3.7	6.5	2.2	4.9
CC(=O)Nc1cc2c(cc1C(=O)c1ccc(C)cc1)OCCO2	19.8	-1.9	i	-0.8	-6.9	-1.6	9.4	0.3	-0.1
Cc1ccc(S(=O)(=O)N(C)C)cc1NC(=O)C(C)OC(=O)c1cc[n+]([O-])cc1 (centres undefined)	-9.8	-0.5	i	0.2	-4.3	-3.3	-8.6	0.9	-4.7
NC(=O)c1cccc(-c2ccnc3c2CC(C(=O)NCc2ccccc2)O3)c1 (centres undefined)	-0.5	-11.9	i	0.7	-1.4	-6.5	-6.4	3.8	19.5
COc1cc(NC(=S)N2CCC(C(N)=O)CC2)c(OC)cc1Cl	-16.8	5.8	i	-0.7	-4.3	-5.6	2.5	-2.1	1.4
Cc1ccc(S(=O)(=O)C(C#N)c2nc3ccccc3nc2N2CCCC2)cc1C (centres undefined)	2.7	-8.3	i	-0.3	-3.2	-7.5	-52.9	3.2	-26.2
Cc1ccc(S(=O)(=O)Nc2ccc(NC(=O)Nc3cccc(C(F)(F)F)c3)cc2)cc1	-5.7	6.5	i	-1.1	-2.2	33.9	-3.4	-3.8	-3.8
O=C(N/N=C/c1ccc(N2CCOCC2)c([N+](=O)[O-])c1)c1ccc(F)cc1	23.2	-5.1	i	3.0	-1.6	-2.7	-4.0	-3.4	6.4
Cc1ccc(NC(=O)C2C3CCCC2C3c2ccccc2)c(C)c1 (centres undefined)	6.5	-10.1	i	-0.6	-3.4	-2.1	-3.4	-4.1	-5.3
CC1CCN(C(NC(=O)c2ccco2)C(=O)c2ccccc2)CC1 (centres undefined)	18.2	-8.2	i	2.3	-1.5	1.6	-1.9	5.1	-2.8
CCN(C[C@H]1N[C@@](C)(C(=O)OC)[C@H]2C(=O)N(C)C(=O)[C@@H]12)C(=O)c1ccc(F)cc1	10.9	-0.2	i	0.7	-2.2	-10.2	16.1	-2.3	0.5
N#CCSc1nc2[nH]ncc2c(=O)n1-c1ccccc1Br	-10.5	8.5	i	0.5	-13.2	-5.9	-6.9	1.3	.
Cc1nn(CC(=O)NCC(C)c2ccccc2)c(=O)c2cc3occc3n12 (centres undefined)	1.8	-8.6	i	0.1	2.4	-1.8	6.4	0.8	-0.4
CCN1CCN(S(=O)(=O)c2ccc(Cl)c(C(=O)NCCc3ccccc3)c2)CC1	6.0	-2.1	i	-0.8	-3.0	-5.5	9.6	6.0	0.8
N#C/C(=C/c1ccc(N2CCCCCC2)o1)c1ccc(F)cc1	24.3	-12.4	i	.	-7.7	-6.1	-145.6	1.1	-10.8
Cc1ccc(C)c(NC(=S)NC(NC(=O)N(C)C)C(Cl)(Cl)Cl)c1 (centres undefined)	-6.1	6.4	i	-0.7	-2.0	-5.9	17.6	2.1	-4.3
